Screening results from PubChem.
esBAF inh: blocks esBAF chromatin remodeling in mouse ES cells; Bmi1-luciferase knock-in reporter, 24 h; 100% = twice the neutral-well signal; reporter increase, % at 12.5 µM; 350,000 tested, 2% active; in the data active = activation above about 40%;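 also: 0% = median of the plate's neutral control wells and 100% = double that signal; a rise in the Bmi1 reporter signal indicates esBAF inhibition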
FN deposition inh: fibronectin deposition inhibition; AH1F fibroblasts, Alexa488-fibronectin deposition fluorescence, overnight; 350,000 tested, 0.086% active; inhibition, % at 12.6 µM; AID 743247;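 active = mean inhibition across replicates of 30% or more, regardless of how many single replicates reach that level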;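 also: positive control wells lacked labelled fibronectin entirely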
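Measured by – fluorescence 485/525 nm · System – AH1F fibroblast monolayer, labelled fibronectin deposition · Amount – 10000 cells per well · Buffer or medium – serum-reduced DMEM (2% serum) · Doses – single dose, pinned · Also added – fluorescent fibronectin at 24 nM final · Schedule – 1 h cell attachment, overnight exposure to compound and label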
LGR2 antag: blocks bursicon-induced cAMP signaling via Drosophila LGR2; inhibition, % at 9.99 µM; AID 720647; 380,000 tested, 0.35% active; HEK293 LGR2, CRE-luciferase, bursicon-stimulated, 4 h;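 active = drop in luminescence signal, shown as inhibition above about 50% in the replicate tests, limit read from the data, passing the limit was not always enough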;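 also: agonist challenge used bursicon conditioned medium at about half maximal strength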
S100A4 inh HTS: inhibitors of human S100A4 binding to myosin IIA peptide; S100A4/TAMRA-MyoIIA peptide fluorescence polarization; inhibition, % at 10.7 µM; 360,000 tested, 0.14% active; AID 652163;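 active = mean inhibition of at least 70% across replicates, with every replicate also reaching that level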
Target sequence (P26447 whole entry, looked up): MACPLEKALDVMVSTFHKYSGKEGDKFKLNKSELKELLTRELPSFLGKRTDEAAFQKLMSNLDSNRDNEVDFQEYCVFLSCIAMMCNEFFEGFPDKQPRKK
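Compound dosing: one dose per compound; test system: human S100A4 monomer with TAMRA-labelled myosin IIA peptide; probe or stimulus: TAMRA-labelled myosin IIA heavy-chain peptide probe, 5 nM; medium: HEPES buffer with Ca2+, pH 7.2; schedule: 5 min incubation before reading; benchmarks: neutral control DMSO, positive control TFP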
C2C12 statin: suppressors of simvastatin-induced myotoxicity in C2C12 myotubes. 330,000 tested, 0.78% active. ATP luminescence, 48 h; scaled: DMSO 0, geranylgeraniol control 100. rescue of ATP level, % at 7.49 µM;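 active = mean ATP rescue above about 67%, or every replicate alone reaching that limit, limit read from the data, passing the limit was not always enough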;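 also: myotubes were challenged with 10 µM simvastatin during compound exposure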
CASP6 VEID inh: inhibitors of human caspase-6. purified caspase-6, Z-VEID-R110 cleavage fluorescence. inhibition, % at 12.5 µM. AID 686996. 350,000 tested, 0.53% active. P55212;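 active = mean inhibition across replicates at least about 35%, with every replicate also reaching that limit, limit read from the data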;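 also: 0% = median of neutral control wells and 100% = no fluorescence left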
Target sequence (P55212 24-179 limits assumed): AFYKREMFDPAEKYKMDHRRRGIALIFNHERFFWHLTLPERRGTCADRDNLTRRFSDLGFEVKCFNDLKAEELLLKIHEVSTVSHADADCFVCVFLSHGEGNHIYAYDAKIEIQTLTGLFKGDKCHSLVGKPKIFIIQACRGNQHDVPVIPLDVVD
Target sequence (P55212 194-293 limits assumed): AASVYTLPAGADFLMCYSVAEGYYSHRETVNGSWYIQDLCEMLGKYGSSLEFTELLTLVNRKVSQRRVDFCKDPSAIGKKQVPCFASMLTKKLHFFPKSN
SIRT5 inh: blocks human SIRT5 desuccinylation of peptide | Purified SirT5, succinyl-peptide AMC, trypsin-coupled fluorescence | AID 652115 | Q9NXA8 | inhibition, % at 15 µM | 330,000 tested, 1.1% active; in the data active = inhibition above about 15%
Target sequence (Q9NXA8 whole entry, looked up): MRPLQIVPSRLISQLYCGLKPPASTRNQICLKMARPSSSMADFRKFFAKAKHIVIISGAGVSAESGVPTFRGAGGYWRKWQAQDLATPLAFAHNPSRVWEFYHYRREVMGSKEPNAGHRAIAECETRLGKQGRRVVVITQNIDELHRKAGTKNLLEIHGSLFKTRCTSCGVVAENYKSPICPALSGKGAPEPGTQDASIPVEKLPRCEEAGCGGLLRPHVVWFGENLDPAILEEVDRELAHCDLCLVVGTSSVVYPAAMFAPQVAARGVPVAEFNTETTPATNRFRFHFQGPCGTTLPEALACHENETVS
* hit, by the source's call; . = no result given; & = joins results of further samples.

SMILES | esBAF inh | FN deposition inh | LGR2 antag | S100A4 inh HTS | C2C12 statin | CASP6 VEID inh | SIRT5 inh
O=C(CCN1C(=O)c2ccccc2C1=O)Nc1ccc(S(=O)(=O)NC2=NCCCCC2)cc1 | -6 | 3 | . | . | 0 | . | .
Nc1nonc1-n1nnc(C(=O)N/N=C/c2ccncc2)c1-c1cccs1 | -1 | 1 | 11 | -2 | 33 | 3 | -4
O=C(/C=C/Nc1ccccc1O)c1ccco1 | . | -1 | 11 | 6 | . | 15 | 3
Cc1c(C(=O)Nc2cccc([N+](=O)[O-])c2)csc1-c1ccccc1 | 50* | -4 | . | . | -20 | . | .
O=C1c2nccnc2C(=O)N1c1ccc(C(F)(F)F)cc1 | . | 4 | -1 | 0 | . | 4 | -2
CC(C)N1CCC1(C)C(=O)Nc1nccc2cccnc12 (stereo not drawn) | 1 | -10 | -7 | 1 | 0 | -4 | 6
CCOc1ccc2ccccc2c1/C=N\NC(=O)OC | -3 | -9 | -1 | -3 | 21 | 3 | 1
CC(C)c1ccccc1OCCCCCNCCO | 10 | . | -3 | -37 | -6 | -9 | -3
CCOc1ccc(N(C)C(=O)CCc2nnc3ccc(N4CCC5(CC4)OCCO5)nn23)cc1 | -1 | 5 | 0 | -1 | -2 | 1 | -4
C[C@H]1CN=C(Nc2ccccc2)N1CCC1CCCCC1 | -1 | 5 | -21 | -5 | 2 | 2 | 22*
CCCC(=O)OCC(=O)Nc1cc([N+](=O)[O-])ccc1OC | 0 | -3 | -5 | -2 | -6 | -2 | 0
COc1ccc(C(CNC(=O)COc2ccccc2C)N2CCCC2)cc1 (stereo not drawn) | . | -5 | -6 | -16 | . | 2 | -1
CCC(=O)OCn1nnc2ccccc2c1=O | . | -7 | 6 | 0 | . | -1 | 2
Nc1ccccc1C#CCCCCO | 2 | 5 | 9 | -34 | 9 | 2 | .
COc1ccc(NC(=O)N(C)C[C@@H]2OCCCC[C@H](C)Oc3ccc(NS(C)(=O)=O)cc3C(=O)N([C@@H](C)CO)C[C@H]2C)cc1 | . | . | 9 | -7 | . | 0 | 5
Nc1nc(Nc2ccccc2F)nc(NCCO)c1[N+](=O)[O-] | . | -5 | -12 | 0 | . | 1 | 1
CC(C)NC(=S)N=Nc1c(O)[nH]c2ccc(C(C)C)cc12 | -9 | -5 | -5 | -7 | -17 | -1 | 1
C[C@H](CO)N1C[C@H](C)[C@@H](CN(C)C(=O)NC2CCCC2)Oc2cc(Br)ccc2S1(=O)=O | -1&-2 | 9 | 28&22 | -2 | -7&1 | 0 | -1
C[C@@H]1CN([C@H](C)CO)C(=O)c2cc(-c3ccccc3)cnc2O[C@H]1CN(C)C(=O)Nc1ccccc1 | 2 | -13 | -13 | . | 42 | . | .
COC(=O)Nc1ccc(SCC(=O)c2cccc([N+](=O)[O-])c2)cc1 | 3 | -6 | 14 | 0 | 12 | 3 | 0

Compound profiles, as listed above. Order of screens: esBAF inh	FN deposition inh	LGR2 antag	S100A4 inh HTS	C2C12 statin	CASP6 VEID inh	SIRT5 inh
`CC(C)NC(=S)N=Nc1c(O)[nH]c2ccc(C(C)C)cc12` as listed: -9	-5	-5	-7	-17	-1	1
`Nc1ccccc1C#CCCCCO` as listed: 2	5	9	-34	9	2	.

Next part:
SMILES | esBAF inh | FN deposition inh | LGR2 antag | S100A4 inh HTS | C2C12 statin | CASP6 VEID inh | SIRT5 inh
COc1ccc(/C=C/c2nc3cc(-c4ccccc4)ccc3o2)cc1O | . | -12 | -6 | 1 | . | 1 | -5
CSCc1ccc(C(=O)N2CCC(CCC(=O)N(C)Cc3ccccc3)CC2)o1 | . | 3 | 8 | 1 | . | 1 | -1
Cc1nn(C)cc1C(C)NC(=O)c1cc(COc2cccc3cnccc23)on1 (stereo not drawn) | -3 | 1 | -1 | -1 | 0 | 0 | -10
NC(N)=NC(N)=Nc1ccc(SC(F)(F)F)cc1 | . | 2 | . | -4 | . | -5 | 3
CSCCC(NS(=O)(=O)c1ccc2c(c1)oc(=O)n2C)C(=O)NCc1cccs1 (stereo not drawn) | -11 | 5 | 14 | 2 | -1 | -4 | 0
C=CCNc1nc(N2CCOCC2)c(C#N)c2c1CN(C)CC2 | -1 | -6 | . | . | -5 | . | .
CCNC(=O)C[C@H]1CC[C@@H](NS(=O)(=O)c2ccc(C)cc2)[C@@H](CO)O1 | 2 | . | -11 | 29 | 11 | -1 | -1
Cc1nn(-c2ccccc2)c(Cl)c1/C=C1\SC(=S)N(C)C1=O | 3 | 3 | -15 | . | -9 | . | .
Cc1ccc(S(=O)(=O)Nc2ccc3c(c2)C(=O)N(C)[C@@H]2CC[C@@H](CC(=O)NCCc4ccncc4)O[C@@H]2CO3)cc1 | -4 | -10 | 9 | 5 | 29 | -1 | -1
OC(c1ccc(CN2CCCCC2)cc1)c1ncc(-c2ccccc2)[nH]1 (stereo not drawn) | -4 | -4 | 11 | 5 | 1 | -6 | 0

Three successive records out of the list so far:
SMILES | esBAF inh | FN deposition inh | LGR2 antag | S100A4 inh HTS | C2C12 statin | CASP6 VEID inh | SIRT5 inh
COc1ccc(/C=C/c2nc3cc(-c4ccccc4)ccc3o2)cc1O | . | -12 | -6 | 1 | . | 1 | -5
CSCc1ccc(C(=O)N2CCC(CCC(=O)N(C)Cc3ccccc3)CC2)o1 | . | 3 | 8 | 1 | . | 1 | -1
Cc1nn(C)cc1C(C)NC(=O)c1cc(COc2cccc3cnccc23)on1 (stereo not drawn) | -3 | 1 | -1 | -1 | 0 | 0 | -10

Next section:
SMILES | esBAF inh | FN deposition inh | LGR2 antag | S100A4 inh HTS | C2C12 statin | CASP6 VEID inh | SIRT5 inh
CCCCNC(=O)C1C(c2ccc(OC)cc2)=Nc2ccccc2N1C(=O)c1ccncc1 (stereo not drawn) | . | 7 | -22 | 0 | . | -3 | .
Cc1c(NS(=O)(=O)c2ccc3nc(COc4ccccc4Cl)[nH]c3c2)c(=O)n(-c2ccccc2)n1C | 12 | . | -15 | -3 | 6 | 3 | 0
Cc1ccc(S(=O)(=O)N(C)CC(=O)OCC(=O)Nc2ccccc2)cc1 | 0 | -9 | 8 | -1 | 0 | 5 | .
Cc1ccc(NC(=O)N2CCCC2C(=O)Nc2nnc(C(C)C)s2)cc1 (stereo not drawn) | 5 | -1 | -1 | 12 | 26 | -2 | -1
COc1ccc(CC(=S)N2CCOCC2)cc1F | . | -2 | 4 | -6 | . | 5 | -4
Cc1ccccc1NC(=O)CSc1nc2cc3c(cc2cc1C)CCC3 | . | . | -3 | -8 | . | 0 | -1
CN(CC(=O)NCc1ccc(F)cc1)S(=O)(=O)c1cccc2nsnc12 | -5 | 3 | . | . | -1 | . | .
Cc1ccc(S(=O)(=O)N(C)C[C@@H]2OCCCC[C@@H](C)Oc3ccc(NC(=O)c4ccccc4)cc3C(=O)N([C@H](C)CO)C[C@@H]2C)cc1 | 9 | -9 | -19 | -6 | . | 1 | 4
N#CC[C@H](Cc1ccccc1)N1CC[C@@H](O)CCC1=O | 2 | -5 | -12 | 0 | 12 | 2 | 0
C[C@@H]1CCCCO[C@@H](CN(C)C(=O)Nc2ccc3c(c2)OCO3)[C@H](C)CN([C@@H](C)CO)C(=O)c2cc(NS(=O)(=O)c3ccc(F)cc3)ccc2O1 | 14 | -7 | -3 | . | 48 | . | .
CCCNC(=O)c1ccc2c(c1)CCN2S(C)(=O)=O | . | 7 | 1 | -4 | . | -3 | -4
COc1ccc(CN2CC3(CCN(C(=O)C4CC4)CC3)c3c(n(C)c4cc(OC)ccc34)[C@@H]2CO)cc1 | . | . | -5 | 8 | . | -2 | 5
CCC(C)(C)NC(=O)C1CCN(c2nc(C)cc(C)n2)CC1 | -3 | 1 | 11 | . | 3 | . | .
O=CN1CCN(C(=O)Cc2ccc([N+](=O)[O-])cc2)CC1 | . | 1 | 1 | -4 | . | -2 | -7
COc1ccc(-c2ccc3c(c2)[C@H]2[C@H](CCN2C(=O)NC2CCCCC2)[C@H](CO)N3C)cc1 | 2 | 0 | 14 | 3 | 16 | -4 | -1
Cc1ccccc1CCNC(=O)C1CC(O)CN1C(=O)Nc1ccccc1 (stereo not drawn) | -1 | 0 | 8 | -1 | 6 | 2 | -4
COC(=O)c1sccc1NC(=O)c1cc(-c2cc(C)ccc2C)nc2ccccc12 | -5 | . | 10 | -2 | 3 | 2 | 0
CC(C)C(=O)NC(C)C(c1cccs1)N1CCOCC1 (stereo not drawn) | -2 | . | -14 | 8 | 3 | -2 | -1
Cc1cc(C)nc(/N=C(\N)Nc2ccc(S(=O)(=O)Nc3nccc(C)n3)cc2)n1 | 0 | -15 | 33 | 0 | 8 | -1 | 0
C[C@H](CO)N1C[C@H](C)[C@H](CN(C)C(=O)Nc2cccc3ccccc23)Oc2ccc(NC(=O)CCN3CCOCC3)cc2C1=O | -2 | . | 2 | -13 | -28 | 1 | 2
Cc1ccnc2c(N3C(=O)C4C5C=CC(C5)C4(C)C3=O)cccc12 (stereo not drawn) | 1 | -21 | 7 | 18 | -6 | -1 | 2
Cc1noc(C)c1NC(=O)N(C)C[C@@H]1OCCCC[C@H](C)Oc2ccc(NS(=O)(=O)c3ccc(F)cc3)cc2C(=O)N([C@H](C)CO)C[C@@H]1C | 7 | 13 | -23 | -1 | 22 | -1 | 1
COc1ccc2c(c1)C(=O)C1(CC2)OC1c1cccnc1 (stereo not drawn) | . | 17 | -14 | -3 | . | 3 | 1
O=C(NC1CC1)c1cccc(NC(=O)C2CCCC2)c1 | -7 | -4 | 3 | -5 | 10 | -5 | .
Cc1ccc(S(=O)(=O)N(C)C[C@H]2OCc3cn(nn3)CCCC(=O)N([C@H](C)CO)C[C@@H]2C)cc1 | -4&-2&-8 | 7&-10 | 4&-10 | -7&1&15 | 6&-2&-5 | -1&-2&-2 | -4&0&4
COc1ccc([N+](=O)[O-])cc1NC(=O)CSc1nc(C)cc(C)n1 | 0 | 5 | -17 | . | 9 | . | .
O=C(c1ccccc1F)N1CC[C@@H]2[C@H]1c1cc(Br)ccc1N[C@@H]2CO | 16 | -6 | -10 | -1 | -5 | 0 | 3
CCC(C)(C)NC(=O)CSc1nc(Cc2ccccc2)nc2ccccc12 | -1 | 1 | 13 | -2 | -26 | -2 | -4
COc1ccc(C(C)=O)cc1CC(=O)NC1CCCCCC1 | -1 | -2 | 14 | -2 | 3 | 3 | 0
Cc1ccc(C2=CC(=O)CC(C)(C)C2=O)cc1 | . | 0 | 10 | -2 | . | -1 | -2
CC1=CC(=Nc2c(C)n(C)n(-c3ccccc3)c2=O)C=C(C)C1=O | -17 | 12 | 2 | 0 | 5 | 2 | 3
Cc1cc(NC(=O)c2ccc3nc(C)sc3c2)no1 | 3 | . | -51 | . | 2 | . | .
CCCNC(=O)[C@H]1[C@H](CO)[C@H]2Cn3c(cccc3=O)[C@H]2N1C(=O)CC1CC1 | -1 | . | 6 | 20 | -5 | 0 | -1
CC1(CCc2ccccc2)NC(=O)N(CC(=O)N2CC(=O)Nc3ccccc32)C1=O (stereo not drawn) | -7 | -1 | 2 | 3 | 2 | 1 | -1
C=CCN(CC=C)c1ncnc2[nH]ncc12 | -8 | 0 | 1 | 11 | -1 | -1 | .
CC(C)=CCc1c(O)c(CC=C(C)C)c2occ(-c3ccc(O)cc3)c(=O)c2c1O | -6 | . | -8 | 7 | -1 | 4 | 0
Cc1cccc(S(=O)(=O)N2CC[C@H]3[C@@H](CO)N(C)c4ccc(-c5cccc(C#N)c5)cc4[C@H]32)c1 | -3 | 18 | 3 | -5 | -32 | 0 | 5
C[C@H](CO)N1C[C@H](C)[C@@H](CN(C)C)Oc2ccc(NC(=O)CCN3CCOCC3)cc2CC1=O | 0 | . | 13 | 3 | -5 | -3 | 1
CC(C)(C)c1ccc(NC(=O)Nc2ccc(OCC(=O)N3CCOCC3)cc2)cc1 | . | 4 | -11 | 1 | . | 2 | -1
CC(C)CC#Cc1ccc([C@@H]2[C@@H](CO)N3C(=O)CN(C(=O)CN4CCOCC4)C[C@H]23)cc1 | . | . | 4 | 12 | . | 1 | -6

Not all compounds are listed; rates above refer to the full screens.
